pAkt inh: Akt phosphorylation inhibition. activity change, % for hits at 50 µM. AID 651550. Neuro2A IGF-stimulated pAkt S473 HTRF, 20 min; stronger effect = lower value. hit rate 0.32% among 360,000; in the data active means activity change below about -80%; inconclusive means mostly about -51% to -80%; further: on the % scale 0 is the no-effect control and ±100 the full control effect
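Neuro2A cells (4,500/well, DMEM with 0.5% FBS) were treated with compound at a single 50 µM final concentration, stimulated with 6 nM IGF for 20 min at 37 °C, and lysed. Phospho-Akt Ser473 was read by HTRF as 665/615 ratio ×10^4.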
HEK293 tox: cytotoxicity in counter-screen for GLP-1R inverse agonists; AID 624418; hit rate 0.13% among 410,000; Potency, µM (titrated, usually from 38.3 µM), inactives show at the top dose activity change, negative = inhibition, usual class: inhibitors; HEK293 cAMP-luciferase reporter cells, luminescence, 24 h;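 further: loss of luciferase light is scored as toxicity; potency means the concentration at half of the fitted maximal effect; on the % scale 0 is the no-effect control and ±100 the full control effect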
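Quantitative HTS format, 1536 wells, 200 cells/uL seeded. Compounds: 23 nL, 24 h, 37 °C. Detection: luciferase reagent, luminescence at 12 min RT; decreased signal taken as cytotoxic.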
GLP1R inv ag: GLP-1 receptor (human) inverse agonism; P43220; HEK293 GLP-1R CRE-luciferase, luminescence, 24 h; GLP-1R form is constitutively active; Potency, µM (highest dose often 38.3 µM), inactives show top-dose activity change, negative = inhibition, usual class: inhibitors; hit rate 1.6% among 410,000; AID 624417; further: potency means the concentration at half of the fitted maximal effect; on the % scale 0 is the no-effect control and ±100 the full control effect; nearly all actives have a fitted effect of over 55% in size
Target sequence (P43220 whole entry, looked up): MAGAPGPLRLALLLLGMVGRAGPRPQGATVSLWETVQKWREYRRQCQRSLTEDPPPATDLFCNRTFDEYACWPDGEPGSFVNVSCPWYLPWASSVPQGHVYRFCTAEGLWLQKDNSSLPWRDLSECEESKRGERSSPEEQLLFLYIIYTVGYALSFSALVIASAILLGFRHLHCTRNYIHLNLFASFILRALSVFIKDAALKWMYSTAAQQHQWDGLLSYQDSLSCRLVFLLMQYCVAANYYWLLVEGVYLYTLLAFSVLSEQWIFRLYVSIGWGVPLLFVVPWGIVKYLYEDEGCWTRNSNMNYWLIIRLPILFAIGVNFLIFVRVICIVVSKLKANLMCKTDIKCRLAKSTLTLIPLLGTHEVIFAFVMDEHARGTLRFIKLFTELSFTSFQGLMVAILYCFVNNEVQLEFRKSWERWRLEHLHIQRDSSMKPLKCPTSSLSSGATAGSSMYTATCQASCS
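Using stably transfected HEK293 (constitutively active GLP-1R, cAMP-luciferase reporter), compounds were incubated 24 hr and luciferase measured by luminescence.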
Abeta yeast res: compounds reversing amyloid beta toxicity in yeast. Potency, µM (top dose mostly 46.1 µM), without a hit: at the highest dose growth rescue, most hits filed as activators. AID 1347071. yeast expressing A-beta42, growth rescue, OD600, 48 h; response scale: 0% DMSO, 100% iron-clioquinol control. hit rate 0.063% among 410,000; further: potency means the concentration at half of the fitted maximal effect; nearly all actives have a fitted effect of over 55% in size
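Yeast growth medium received pinned compounds, then yeast cells expressing toxic A-beta were added; plates incubated at 30 C for 48 hr. Growth read as absorbance at 600 nm, normalized to DMSO and equimolar FeCl3 plus clioquinol controls.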
aSyn yeast inh: rescues yeast growth from alpha-synuclein toxicity; Yeast expressing alpha-synuclein, growth rescue, BacTiter-Glo, 24 h; Potency, µM (doses to about 46.1 µM), without a hit: at the highest dose growth rescue (activation), hits mostly activators; hit rate 0.14% among 370,000; AID 652106; further: potency means the concentration at half of the fitted maximal effect; % of control where 0% means no effect; nearly all actives have a fitted effect of over 65% in size
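Readout is rescue of growth in alpha-synuclein-expressing yeast, so inhibitors of toxicity appear as activators. Growth after 24 hr at 30 deg C in galactose medium is quantified by luminescence.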
TDP43 rescue: TDP-43 toxicity inhibition in yeast. TDP-43 expressing yeast growth rescue, BacTiter-Glo, 24 h. Potency, µM (highest dose often 46.1 µM), inactives show at the highest dose growth rescue (activation), most hits filed as activators. hit rate 1.8% among 410,000. AID 652104; further: potency means the concentration at half of the fitted maximal effect; % of control where 0% means no effect; nearly all actives have a fitted effect of over 50% in size
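Luminescence from BacTiter-Glo reports growth of TDP-43-expressing yeast after 24 hr at 30 deg C with compound. Cells were raffinose-pregrown to mid-log, then seeded in galactose medium at OD600=0.02.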
Mm-Cpn inhibitor: inhibitors of Methanococcus maripaludis chaperonin (MmCpn) | hit rate 0.031% among 330,000 | Potency, µM (highest dose often 76.9 µM), for the others: top-dose activity, negative = inhibition, most hits filed as inhibitors | purified Mm-Cpn ATPase, ADP Transcreener TR-FRET | AID 504842; further: potency means the concentration at half of the fitted maximal effect; on the % scale 0 is the no-effect control and ±100 the full control effect; nearly all actives have a fitted effect of over 80% in size
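ATP (10 uM final) was added to archaeal chaperonin (25 nM final) after 10 min exposure to test compound at 37°C; after 30 min further incubation, ADP was detected by competitive TR-FRET.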
PTHR1 ag: activates the human parathyroid hormone receptor PTHR1 | Q03431 | hit rate 0.075% among 410,000 | Potency, µM (titrated, usually from 115 µM), inactives show at the highest dose activation, most hits filed as activators | HEK293 GP2 PTHR1 cells, GloSensor cAMP luminescence, 1 h; further: potency means the concentration at half of the fitted maximal effect; nearly all actives have a fitted effect of over 55% in size; some results filed as inactive show a strong effect at the top dose; inactives centre near -15; many of its hits are not listed in these tables
Target sequence (Q03431 whole entry, looked up): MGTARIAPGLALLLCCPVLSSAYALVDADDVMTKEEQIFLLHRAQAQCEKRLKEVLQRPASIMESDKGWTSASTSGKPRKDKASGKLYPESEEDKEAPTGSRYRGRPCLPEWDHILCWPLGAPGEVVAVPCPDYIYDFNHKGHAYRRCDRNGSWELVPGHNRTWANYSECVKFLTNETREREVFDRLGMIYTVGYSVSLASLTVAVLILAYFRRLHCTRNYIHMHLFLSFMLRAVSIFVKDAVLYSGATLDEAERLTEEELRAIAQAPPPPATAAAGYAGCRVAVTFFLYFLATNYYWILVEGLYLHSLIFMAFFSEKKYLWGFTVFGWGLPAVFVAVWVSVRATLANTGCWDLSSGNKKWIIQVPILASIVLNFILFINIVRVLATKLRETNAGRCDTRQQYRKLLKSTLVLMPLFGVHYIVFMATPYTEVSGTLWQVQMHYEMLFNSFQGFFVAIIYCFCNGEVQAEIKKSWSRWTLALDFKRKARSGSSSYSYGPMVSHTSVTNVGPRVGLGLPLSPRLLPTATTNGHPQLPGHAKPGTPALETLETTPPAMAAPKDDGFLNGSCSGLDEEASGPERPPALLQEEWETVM
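HEK-293-derived GP2 cells expressing PTHR1 and a GloSensor cAMP reporter, 3,000/well, plated overnight, given luciferin plus IBMX (each 0.5 mM as added) for 1 h at 37 °C, then compound for 1 h at 37 °C. Luminescence was read after 15 min at room temperature.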
FUS suppressor: FUS proteinopathy suppression in yeast; Potency, µM (titrated, usually from 76.6 µM), for the others: at the highest dose growth rescue (activation), usual class: activators; S. cerevisiae FUS-expressing, growth rescue, OD600, 24 h; AID 1347120; hit rate 0.24% among 390,000;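 further: potency means the concentration at half of the fitted maximal effect; plate controls were DMSO vehicle for no effect and reference control for full effect; nearly all actives have a fitted effect of over 55% in size; some results filed as inactive show a strong effect at the top dose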
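FUS-expressing yeast, raffinose-pregrown, induced in 2% galactose minimal medium at OD 0.005; compounds in a dilution series, 24hr at 30C. Growth restoration read as absorbance at 600 nm. CP55940 positive control, DMSO negative.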
* hit, by the source's call; i = inactive; u = inconclusive; x = no result given; [ ] = another dose, or the depositor's remark. Unless noted, the call rests on the fitted dose curve; in most records, active means well fitted curve in the direction sought with a large enough effect; inconclusive means small, poorly fitted or top-dose-only effect, or another doubt; inactive means no such curve, though single readings can be large; an effect the other way counts as inactive or inconclusive.

SMILES	pAkt inh	HEK293 tox	GLP1R inv ag	Abeta yeast res	aSyn yeast inh	TDP43 rescue	Mm-Cpn inhibitor	PTHR1 ag	FUS suppressor
Cc1nn(Cc2ccc(Cl)c(Cl)c2)c(C)c1NC(=O)c1cc(C2CC2)on1	i	-31%	u	42%	14%	u	0%	-10%	u
CCOCC(=O)Nc1cc([N+](=O)[O-])ccc1OC	i	4%	4%	-2%	-3%	0%	-3%	-6%	12%
COc1cc(C(C(=O)NC2CCCC2)N(Cc2ccccc2)C(=O)c2snc(C(N)=O)c2N)ccc1O (configuration not stated)	i	-3%	-26%	-8%	-2%	-14%	1%	13%	55%
c1ccc(CCn2nnnc2CN2CCCc3ccccc32)cc1	i	58%[activator]	u	0%	7%	17%	-3%	-6%[57.5 µM]	u
O=C(/C=C/c1cccc([N+](=O)[O-])c1)OCC(=O)N1CCOCC1	i	3%	-6%	-13%	-5%	-9%	-1%	i	x
Nc1nnc(SCC(=O)Nc2cccc3ccccc23)s1	i	7%	1%	-23%	-5%	-12%	0%	i	-1%
CC(C)c1nc(C(=O)N2CCCC(N3CCN(c4cccc(Cl)c4)CC3)C2)cs1 (configuration not stated)	i	0%	u	3%	1%	6%	0%	-35%[inhibitor]	12%
Cc1ccc(S(=O)(=O)Nc2cc(C(F)(F)F)ccc2N2CCOCC2)cc1C	i	3%	u	6%	-6%	2%	-1%	-78%[inhibitor]	x
Cc1cc(C)n(CC(=O)N/N=C/c2cccc([N+](=O)[O-])c2)n1	i	-6%	1%	-13%	-3%	2%	2%	i	12%
COCCCNC(=O)C(=O)NC1CCCCCC1	i	17%	19%	14%	0%	2%	-2%	-3%	x
Fc1cccc(CSc2nnc3ccc(-c4ccncc4)nn23)c1	i	-5%	135%[activator]	-4%	0%	13%	-2%	-24%	-2%
Cc1ccc(S(=O)(=O)Nc2ccc(-n3cnnn3)cc2)cc1	i	-1%	-28%	2%	2%	-37%[inhibitor]	4%	i	u
C=CCN(CC=C)C(=S)NC(=O)/C=C/c1ccc(OC)cc1	i	-17%	u	18%	-1%	u	1%	-8%	x
CC1CCCC(NC(=O)CN(C)CC(=O)Nc2ccc(F)cc2)C1C (configuration not stated)	i	-12%	u	5%	-1%	9%	-8%	-34%[inhibitor]	-2%
Cc1cccc(NC(=S)NCCN2CCOCC2)c1C	i	-3%	21%	-3%	1%	-5%	1%	-1%	-15%
CCN(CC)c1ccc(/C=N/NC(=S)NCc2ccccc2)cc1	i	-16%	-38%	u	1%	24%	-1%	i	u
O=C(c1nnc(-c2ccccc2)o1)C1CC1	i	1%	11%	1%	6%	x	-2%	-5%	6%
Cc1ccc(C(=O)N/C(=C\c2ccc(C(C)C)cc2)C(=O)NCCCN2CCOCC2)cc1	i	-1%[1.53 µM]	7%	6%	0%	6%	3%	-21%	-2%
O=C(CSc1n[nH]c(=O)[nH]c1=O)N/N=C/c1ccccc1	i	-1%	2%	0%	0%	7%	3%	i	x
COc1ccc(CCC(=O)OCC(=O)N(CC(C)C)c2c(N)n(Cc3ccccc3)c(=O)[nH]c2=O)cc1	i	23%	5%	21%	3%	16%	0%	-9%	21%

Of the compounds above, these have a nitro group on carbon:
SMILES	pAkt inh	HEK293 tox	GLP1R inv ag	Abeta yeast res	aSyn yeast inh	TDP43 rescue	Mm-Cpn inhibitor	PTHR1 ag	FUS suppressor
CCOCC(=O)Nc1cc([N+](=O)[O-])ccc1OC	i	4%	4%	-2%	-3%	0%	-3%	-6%	12%
O=C(/C=C/c1cccc([N+](=O)[O-])c1)OCC(=O)N1CCOCC1	i	3%	-6%	-13%	-5%	-9%	-1%	i	x
Cc1cc(C)n(CC(=O)N/N=C/c2cccc([N+](=O)[O-])c2)n1	i	-6%	1%	-13%	-3%	2%	2%	i	12%

The listing continues:
SMILES	pAkt inh	HEK293 tox	GLP1R inv ag	Abeta yeast res	aSyn yeast inh	TDP43 rescue	Mm-Cpn inhibitor	PTHR1 ag	FUS suppressor
CC(C)NC(=O)c1cnn2c1NC(c1cccs1)CC2C(F)(F)F (configuration not stated)	i	4%	u	7%	-5%	-21%	-2%	-8%	u
CC(=O)Nc1ccc2nsnc2c1	i	3%	0%	3%	2%	12%	-2%	i	-4%
COc1ccc(NC(=O)CN2CCN(CC(=O)Nc3ccccc3Cl)CC2)c(OC)c1	i	-2%	0%	-4%	-11%	-7%	-1%	i	0%
COCCn1c(C)cc(C(=O)COC(=O)c2ccc3c(c2)NC(=O)CS3)c1C	i	-9%	11%	-5%	-11%	3%	1%	-4%	5%
COCCCN1C(=O)C(CC(=O)NCCc2ccccn2)CC(C(=O)N2CCCCCC2)=C1C (configuration not stated)	i	5%	4%	-9%	-9%	1%	x	-1%	-13%
Cc1ccc(S(=O)(=O)N2CCN(C(=O)COC(=O)C3CCC3)CC2)cc1	i	4%	2%	-11%	-7%	-12%	-1%	-14%	5%
COc1ccc(N(C)C(=O)c2oc(=O)c3ccccc3c2-c2ccccc2)c(OC)c1	i	-8%	u	-14%	0%	16%	1%	-75%[inhibitor]	36%
COc1ccccc1-n1cc(C(=O)NCC(=O)N2CCN(c3ccccn3)CC2)c2ccccc2c1=O	i	-13%	9%	1%	5%	15%	2%	i	-13%
COc1cc(/C=C2\C(=N)N3N=C(C(C)C)SC3=NC2=O)ccc1OCCOc1ccc(NC(C)=O)cc1	i	-4%	10%	-11%	4%	-22%	0%	-20%	22%
COc1ccc(OC)c(/C=C/C(=O)Nc2cccc(S(=O)(=O)NC3=NCCCCC3)c2)c1	i	47%[activator]	3%	9%	5%	23%	-22%	-2%	u
CC1(C(=O)Nc2cccc(Oc3ccccc3)c2)CCN1Cc1cccc2c1OCO2 (configuration not stated)	i	4%	-11%	-3%	4%	u	x	-5%	u
Cc1occc1C(=O)N/N=C/c1ccc(Cl)c([N+](=O)[O-])c1	i	7%	21%	u	3%	5%	0%	-9%	10%
CC(O)CNC(=O)Cc1cc(=O)[nH]c(=O)[nH]1 (configuration not stated)	i	5%	0%	11%	1%	12%	-3%	i	-11%
CC(C)CN(C(=O)COC(=O)/C=C/c1cccs1)c1c(N)n(Cc2ccccc2)c(=O)[nH]c1=O	i	-8%	u	5%	-2%	12%	-2%	-4%	-3%
CC(C)(CO)NS(=O)(=O)c1ccc2c(c1)C(=NO)c1cc(S(=O)(=O)NC(C)(C)CO)ccc1-2	i	-5%	0%	-15%	0%	-16%	3%	12%	22%
COCCCNC(=O)C[C@H]1C[C@H](C(=O)N(C(C)C)C(C)C)[C@@]2(C)c3[nH]c4cc(-c5ccco5)ccc4c3CCN2C1=O	i	-7%	2%	-9%	0%	-14%	-1%	24%	u
CN1C(=O)[C@H]2[C@@H](/C=C/c3ccccc3)N3C(=O)CN(Cc4ccccn4)C(=O)[C@@]3(Cc3ccccc3)[C@H]2C1=O	i	11%	16%	3%	-3%	7%	0%	-12%	-2%
Nc1nc(CSc2nnnn2-c2ccc(Cl)cc2)nc(N2CCOCC2)n1	i	6%	-1%	-4%	3%	-13%	0%	i	-5%
CCOC(=O)C1CCCN(C(=O)/C(=C/c2ccco2)NC(=O)c2ccccc2)C1 (configuration not stated)	i	3%	1%	16%	5%	-4%	1%	-6%	28%
CCC1=C(OC(=O)N(CC)CC)N2C(=O)OC(=NCCOC)[C@]2(Cc2ccccc2)[C@H]2C1=CC[C@H]1C(=O)N(CC)C(=O)[C@H]12	i	9%	23%	6%	0%	3%	1%	19%	28%
CN1CCN(C(=O)C2=C[C@@H](c3csc4ccccc34)C[C@@H](OCCCCO)O2)CC1	i	6%	-6%	-10%	5%	10%	x	-20%	3%
CC(=O)c1c(N2CCN(c3ccccc3)CC2)nc(=S)n(-c2ccccc2)c1C	i	2%	-15%	-4%	2%	-6%	0%	i	u
CC(=O)NC(CC(=O)O)c1ccc([N+](=O)[O-])cc1 (configuration not stated)	i	-2%	-4%	-2%	-10%	-9%	1%	2%	13%
O=C(COC(=O)Cc1n[nH]c(=O)c2ccccc12)Nc1c(Cl)cccc1C(F)(F)F	i	-1%	6%	7%	-2%	-12%	-4%	-14%	-6%
COc1ccccc1NC(=O)Cn1nnc(-c2ccccc2NS(=O)(=O)c2ccccc2)n1	i	-15%	u	-9%	2%	-20%	0%	-42%[inhibitor]	x
O=C(c1ccco1)N1CCN(C(=S)NCc2ccc(F)cc2)CC1	i	2%	-13%	-8%	-1%	-6%	2%	-5%	11%
CCCCOc1ccc(N=Cc2ccc[nH]2)cc1	i	0%	6%	3%	-6%	-6%	-1%	i	14%
S=C(S)N1CCCC1	i	-7%	-5%	-4%	u	1%	-4%	-22%	-32%
COC(=O)c1cccc(S(=O)(=O)N(Cc2ccco2)Cc2cc3ccc(OC)cc3[nH]c2=O)c1	i	-6%	6%	9%	-1%	-9%	-1%	-6%[57.5 µM]	8%
Cc1cccc(N2CCN(C(=O)c3ccoc3C)CC2)c1C	i	-29%	u	12%	-5%	u	0%	i	-5%
Cn1nnnc1SCC(=O)c1ccc2c(c1)OCCO2	i	3%	18%	-12%	0%	10%	-11%	-20%	-18%
O=C(Cc1ccccc1)NCC(=O)OCC(=O)c1ccc(Cl)c([N+](=O)[O-])c1	i	-8%	-8%	-4%	-5%	14%	0%	-2%	8%
Nc1ccccc1-c1nnc(SCc2ccccc2F)[nH]c1=O	x	-24%	1%	-7%	-10%	0%	1%	-87%[inhibitor][57.5 µM]	23%

A portion of the library; rates above refer to the full screens.
